p-CIP stab down: p/CIP protein destabilization. Q05BA5. F442A p/CIP-EGFP cells, EGFP fluorescence, 16 h. decrease of EGFP signal, % at 10 µM. 0.01% of 290,000 active. AID 1984;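 active means EGFP signal decrease of at least 30% at 10 µM or well 3 SD below plate mean, unless failing retest; inactive means the rest, including hits failing retest or dose response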; further: some compounds called inactive have numbers as strong as hits; many of its hits are not listed in these tables
IMP-1 inh: blocks Pseudomonas aeruginosa IMP-1 metallo-beta-lactamase; inhibition, % at 5.6 µM; AID 1556; purified IMP-1, nitrocefin hydrolysis, epi-absorbance fluorescence; 0.45% of 290,000 active;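 active means inhibition above the mean plus 3 SD of all compounds in the same screening run, cut at about 4.5% in these data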;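 further: 0% = IMP-1 with DMSO and 100% = DMSO wells lacking enzyme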
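System: Purified IMP-1 | Read-out basis: Percent enzyme inhibition | Controls: IMP-1 with DMSO as 0%, enzyme-free DMSO as 100% | Replicates: One well per compound | Doses: 5.6 µM nominal single concentration | Detection: Epi-absorbance fluorescence, 480 nm excitation, 530 nm emission | Incubation: 25 °C, 15 min preincubation, 25 min reaction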
SUMO HTRF inh: SUMOylation inhibition; 0.36% of 290,000 active; HTRF SUMOylation assay, SAE1/SAE2 + UBC9, in vitro; inhibition, % at 35 µM; P63279; in the data active means inhibition above about 50%, passing the limit was not always enough; further: strong numbers were not always called active
NS3 helicase inh: inhibitors of Hepatitis C virus NS3 helicase; inhibition, % at 10.9 µM; NS3 helicase DNA unwinding, Cy5 molecular beacon fluorescence; 0.56% of 290,000 active; AID 1800;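 active means inhibition above the mean of all tested compounds plus 3 SD, set per campaign, cut at about 35% in these data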;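 further: 0% = DMSO wells and 100% = thioflavine S control wells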
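Measured by: Cy5 fluorescence, 0 and 60 min reads / Assay system: NS3 helicase fragment of HCV / Control set: low DMSO, high thioflavine S at 110 µM / Times: 1 h reaction at 25 °C, ATP-initiated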
CRFR2-BP antag: antagonists of CRF-binding protein/CRF-R2 receptor complex; HEK293 CRF-R2/CRF-BP, CRF-induced calcium fluorescence; inhibition, % at 11.8 µM; 0.59% of 350,000 active;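 active means inhibition of the ligand-induced calcium signal above about 50% at the single tested concentration, limit read from the data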
IDE cell activ: activators of human insulin-degrading enzyme in cells | AID 493087 | 0.073% of 340,000 active | activation, % at 5.96 µM | HEK cells, FAbeta-B cleavage, fluorescence polarization; 0% vehicle, 100% cell-free pure enzyme wells;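 active means activation above the mean of all tested compounds plus 3 SD, set per screening campaign, cut at about 17% in these data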
Target sequence (P14735 whole entry, looked up): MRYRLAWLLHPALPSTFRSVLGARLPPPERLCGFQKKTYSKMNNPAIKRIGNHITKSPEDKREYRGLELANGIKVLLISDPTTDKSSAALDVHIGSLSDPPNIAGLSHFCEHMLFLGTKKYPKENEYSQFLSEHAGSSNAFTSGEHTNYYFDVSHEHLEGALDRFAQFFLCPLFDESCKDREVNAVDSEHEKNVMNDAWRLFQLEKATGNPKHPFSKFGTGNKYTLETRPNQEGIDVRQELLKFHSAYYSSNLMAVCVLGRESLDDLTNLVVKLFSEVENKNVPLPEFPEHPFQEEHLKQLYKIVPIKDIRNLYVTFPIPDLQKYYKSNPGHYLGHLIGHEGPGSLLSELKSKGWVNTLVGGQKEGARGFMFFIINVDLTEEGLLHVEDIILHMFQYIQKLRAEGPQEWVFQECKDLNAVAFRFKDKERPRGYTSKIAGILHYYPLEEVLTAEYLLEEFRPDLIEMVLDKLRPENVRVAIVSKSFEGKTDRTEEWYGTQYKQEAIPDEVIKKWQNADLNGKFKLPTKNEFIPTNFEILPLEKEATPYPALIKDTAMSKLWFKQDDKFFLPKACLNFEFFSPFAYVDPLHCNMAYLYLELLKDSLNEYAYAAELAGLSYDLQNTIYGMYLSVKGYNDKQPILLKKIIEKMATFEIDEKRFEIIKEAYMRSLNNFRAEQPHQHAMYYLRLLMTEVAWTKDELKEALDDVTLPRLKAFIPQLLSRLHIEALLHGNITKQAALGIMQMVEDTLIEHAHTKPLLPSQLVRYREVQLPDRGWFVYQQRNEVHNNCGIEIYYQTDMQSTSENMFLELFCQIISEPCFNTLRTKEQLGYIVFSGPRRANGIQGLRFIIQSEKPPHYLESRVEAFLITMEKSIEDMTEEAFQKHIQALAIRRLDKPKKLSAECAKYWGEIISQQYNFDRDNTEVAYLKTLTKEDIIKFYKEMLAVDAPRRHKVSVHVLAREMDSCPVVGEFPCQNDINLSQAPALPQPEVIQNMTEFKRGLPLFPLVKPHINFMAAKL
IDE inh: inhibitors of human insulin-degrading enzyme in cells; P14735; HEK cells, FAbetaB cleavage, fluorescence polarization; inhibition, % at 5.59 µM; 0.41% of 320,000 active; AID 434962;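 active means percent inhibition above the average of all tested compounds plus 3 SD, set per screening campaign, cut at about 16% in these data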;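 further: IDE supplied by intact live HEK cells; FP after avidin binding of uncleaved biotin substrate so inhibition keeps polarization high; 0% = DMSO wells and 100% = 60 µM reference IDE inhibitor Ii1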
GalR3 antagonist: antagonists of human GalR3; O60755; HEK293 GalR3-CNG cAMP membrane potential fluorescence; galR3 body fused to GalR1 C-terminus; inhibition, % at 3 µM; 0.44% of 360,000 active; AID 651719;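 active means inhibition above the screen-wide average plus 3 SD, cut at about 13% in these data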;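 further: forskolin and galanin both at EC90 stimulate the cells; cAMP rise reported by CNG channel membrane potential dye signal; 0% = forskolin plus galanin with DMSO and 100% = forskolin alone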
VIM-2 inhibitor: blocks Pseudomonas aeruginosa VIM-2 metallo-beta-lactamase; purified VIM-2, nitrocefin hydrolysis, epi-absorbance fluorescence; inhibition, % at 5.6 µM; AID 1527; 0.89% of 290,000 active;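 active means inhibition above the mean of all tested compounds plus 3 SD, cutoff set per screening run, cut at about 7.5% in these data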;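 further: red hydrolysis product quenches plate fluorescence so inhibitors raise well fluorescence; 0% = enzyme with DMSO and 100% = DMSO without enzyme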
Active calls of the source: *; x = no result given.

p-CIP stab down	compound	IMP-1 inh	SUMO HTRF inh	NS3 helicase inh	CRFR2-BP antag	IDE cell activ	IDE inh	GalR3 antagonist	VIM-2 inhibitor
0	c1ccc(Oc2cc(-n3cccn3)ncn2)cc1	-3.7	8	0	0	0	3	0	-4.2
6	COC(=O)C1=C(C)OC(N)=C(C#N)C1c1ccccc1 (stereo unspecified)	-6.7	-6	-4	6	2	-2	-6	-4.9
-8	CCCn1c(N)c(C(=O)COC(=O)c2c(C)noc2C)c(=O)n(C)c1=O	0.9	15	19	3	-5	1	-2	1.1
9	Cc1cccc(NC(=O)CSc2ncnc3sc(C)cc23)c1	-3.0	-6	2	6	0	10	-8	-4.1
7	O=C(N/N=C/C1CC2C=CC1C2)c1ccccc1O (stereo unspecified)	-2.8	13	-3	14	11	-2	-7	-3.2
-8	Cc1cc(-n2cnnn2)ccc1C(C)C	-0.3	26	2	-18	2	-4	-7	0.0
-3	COc1ccc(C2=NOC(C(=O)Nc3cccnc3)C2)cc1OC (stereo unspecified)	-0.6	8	-15	9	3	9	-7	-1.3
6	O=C(CN1C(=O)c2ccccc2S1(=O)=O)NC(Nc1ccccc1F)C(Cl)(Cl)Cl (stereo unspecified)	-1.9	9	5	-36	6	-4	-4	-0.3
x	Cc1ccc(S(=O)(=O)NC(=O)c2cccc(N(C)C)c2)cc1	x	x	x	-1	3	-3	-6	x
9	O=C(O)CC12CC3CC(C1)CC(n1ncc(NCc4ccccc4Cl)c(Cl)c1=O)(C3)C2	-3.0	16	-1	-2	-36	39*	-1	-2.0
-10	CN(CCNC(=O)C1CC(=O)N(c2ccc(F)c(Cl)c2)C1)Cc1ccccc1 (stereo unspecified)	-1.4	17	-7	-24	5	7	-2	-1.8
-6	O=C(c1ccco1)N1CCN(C(=S)Nc2ccccc2Cl)CC1	-0.8	4	5	-6	-2	-1	-3	-1.0
1	O=C(NCCc1ccc(Cl)cc1)C1CCN(S(=O)(=O)c2ccc(-n3cnnn3)cc2)CC1	-1.5	-6	9	20	-1	-2	-6	-3.0
-1	O=C(O)CNC(=O)/C=C/c1ccc(Cl)cc1Cl	-2.2	5	16	19	4	-6	3	-2.6
4	Cc1ccc(NC(=O)CN2C(=O)N/C(=C/c3ccccc3OCc3cccc(C(=O)O)c3)C2=O)cc1	0.1	20	35	5	4	7	7	2.3
-5	CN(C)CCOC1c2ccccc2-c2ccccc21	-3.2	3	-13	-12	4	-3	-13	-2.4
-33	COc1ccc(C(C)=O)cc1CN1C(=O)NC2(CCCC2)C1=O	-1.9	15	0	0	1	2	-3	-2.4
-12	C/C(=N\NC(=S)Nc1ccc(C)c(C)c1)c1ccc(N2CCOCC2)cc1	-1.7	-10	4	-13	-1	9	2	-0.6
-3	C/C(=N/NC(=O)CCc1c(C)n[nH]c1C)c1cccc([N+](=O)[O-])c1	-4.0	-10	14	14	3	2	-2	-3.8
2	CC(C)CC(=O)/C=C/n1c(=S)oc2ccccc21	-1.4	4	2	3	-4	2	-2	-0.6
12	O=C(C1CCN(S(=O)(=O)c2cccc3nonc23)CC1)N1CCCCC1	-3.7	2	-1	-4	1	2	-5	-2.4
10	N=c1c(C(=O)NCc2ccc(F)cc2)cc2c(=O)n3ccccc3nc2n1CC1CCCO1 (stereo unspecified)	-4.5	9	30	-10	-1	10	-2	-1.1
3	O=C(CN1C(=O)c2ccccc2C1=O)Nc1ccccc1	-2.9	-7	12	18	-2	3	-9	-0.1
x	CNC(C)C#Cc1ccc2c(=O)c3cc(C)c(C)cc3oc2c1 (stereo unspecified)	x	x	x	-29	2	0	-3	x
5	O=C1NCCCC1C(=O)N1CCN(C(=O)c2ccco2)CC1 (stereo unspecified)	-3.8	10	-2	15	3	3	-8	-4.0
-14	COc1ccc2[nH]c(CN3CCN(CC(C)C)C(CCO)C3)c(C)c2c1 (stereo unspecified)	-1.7	5	9	0	-1	0	2	0.2
x	Cc1ccc(C)c(NC(=O)COC(=O)CNC(=O)C2CCCCC2)c1	x	x	x	-3	0	0	-5	x
-5	COc1ccccc1CN(C)CC(=O)NC1CCCc2ccccc21 (stereo unspecified)	-3.2	12	-2	1	-1	4	0	-3.4
-8	CCOC(=O)N1CCN(c2c(NCc3ccccc3OC)c(=O)c2=O)CC1	-1.6	23	-5	9	3	1	2	-0.6
-12	Cc1cc(Br)ccc1NC(=O)CNC(=O)CN1C(=O)NC2(CCCCCC2)C1=O	-2.3	18	-7	-14	-1	5	-5	-0.8
7	O=C(NCc1ccccc1)NC(=O)c1ccccc1F	-3.6	-4	3	-3	6	6	-5	-2.2
-4	CC(NC(=O)CCCC1CCCCC1)c1ccc(S(N)(=O)=O)cc1 (stereo unspecified)	-1.7	5	12	0	1	0	-9	-1.6

Reformatted with values under each structure: part of the list above.
Order of results: p-CIP stab down	IMP-1 inh	SUMO HTRF inh	NS3 helicase inh	CRFR2-BP antag	IDE cell activ	IDE inh	GalR3 antagonist	VIM-2 inhibitor
> Cc1ccc(C)c(NC(=O)COC(=O)CNC(=O)C2CCCCC2)c1
→ x	x	x	x	-3	0	0	-5	x
> COc1ccccc1CN(C)CC(=O)NC1CCCc2ccccc21 (stereo unspecified)
→ -5	-3.2	12	-2	1	-1	4	0	-3.4
> CCOC(=O)N1CCN(c2c(NCc3ccccc3OC)c(=O)c2=O)CC1
→ -8	-1.6	23	-5	9	3	1	2	-0.6
> Cc1cc(Br)ccc1NC(=O)CNC(=O)CN1C(=O)NC2(CCCCCC2)C1=O
→ -12	-2.3	18	-7	-14	-1	5	-5	-0.8
> O=C(NCc1ccccc1)NC(=O)c1ccccc1F
→ 7	-3.6	-4	3	-3	6	6	-5	-2.2

Remaining list, next part:
p-CIP stab down	compound	IMP-1 inh	SUMO HTRF inh	NS3 helicase inh	CRFR2-BP antag	IDE cell activ	IDE inh	GalR3 antagonist	VIM-2 inhibitor
-6	CCOC(=O)N1CCC(N2C(=O)c3ccccc3C2Nc2cc(C)cc(C)c2)CC1 (stereo unspecified)	-3.7	4	-20	6	8	-3	-5	-0.3
15	CN1C(=O)/C(=C/c2ccc(OCc3ccc(C(=O)O)cc3)c(Cl)c2)NC1=S	-1.9	42	16	-32	1	-2	-2	0.2
-3	CC(NC(=O)NC1CCCCC1)c1ccccc1 (stereo unspecified)	-2.1	7	-4	-9	4	9	-7	-1.2
5	COc1ccc(Br)c(C(=O)Nc2cccc(Cl)c2Cl)c1	-1.7	-29	-9	5	2	11	-3	-2.8
-2	CC(=O)c1nc(-c2ccccc2)sc1C	-3.4	-7	-1	1	5	-2	1	-3.2
-12	O=C(CSc1nc2ccccc2c(=O)n1Cc1ccco1)N1CCCCCC1	-0.9	6	-11	14	-2	-3	-7	0.0
-2	O=C(C[n+]1ccccc1)N/N=C/c1cccs1	-2.2	-1	6	6	3	0	-4	-3.1
-13	COCCCNC(=O)[C@H]1N2C(=O)c3ccccc3C2SC1(C)C (stereo partly specified)	-3.0	8	-2	-59	-3	1	-7	0.1
-3	Cc1cc(NC(=O)COc2cccc(Oc3ccccc3)c2)no1	-2.6	-6	-4	22	6	4	0	-3.9
-10	Cc1cccc2cc(CN(CCN(C)C)C(=S)Nc3ccccc3)c(=O)[nH]c12	-3.1	-12	-2	-21	0	-7	1	-1.9
-15	Cc1ccc(C(=O)Nc2nnc(C3CCCCC3)s2)o1	-4.1	21	3	-79	2	-3	-8	-2.0
-3	CCNc1ccc(Br)cc(C(=O)/C=C/c2ccc3c(c2)OCO3)c1=O	3.3	22	47*	-7	3	-2	1	-0.5
-11	CC(C)C1=Nc2cccc3cccc(c23)N1	-1.5	8	4	-3	6	-3	-3	-2.2
x	CC1CCCCN1C(=S)NC(=O)c1ccco1 (stereo unspecified)	x	x	x	0	2	1	-4	x
13	C=CCOc1ccc(/C=C/C(=O)OCC(=O)NC2CCCCCC2)cc1	-3.1	10	8	2	3	4	-5	3.0
-7	O=C(NCCCN1CCCC1=O)c1ccc(OCc2ccccc2)cc1	-3.9	-4	-1	-2	-4	3	-8	-2.1
x	O=C(Nc1ccncc1)c1cc(S(=O)(=O)N2CCCCC2)ccc1Cl	x	x	x	-8	0	11	-4	x
x	CC(C)CN1C(=O)C(=O)N(CC(=O)N2CCN(c3ccccc3)CC2)C1=O	x	x	x	-3	1	0	-3	x
-6	COc1cc(C(=O)NCCC(=O)NC2CCCc3ccccc32)cc(OC)c1OC (stereo unspecified)	-3.1	16	2	-15	7	1	0	-1.9
x	COc1ccc(NC(=O)COC(=O)C23CC4CC(CC(O)(C4)C2)C3)cc1Cl	x	x	x	6	3	-3	2	x
-6	O=C(N[C@@H](Cc1ccc(O)cc1)C(=O)O)c1cccnc1	-1.6	9	-3	10	0	3	-8	-0.6
-12	C/C(=N\O)C(C)(C)Nc1ccc(Br)cc1	-5.4	-10	20	5	6	-1	-4	-3.4
-2	Cc1cc(C(=O)CSc2nn3c(=O)c(C(C)(C)C)nnc3s2)c(C)n1C	-1.4	0	15	1	6	-8	2	-3.4
2	O=C1/C(=C/c2ccccc2)SC(=S)N1CCCC(=O)N1CCCCC1CCO (stereo unspecified)	3.0	10	-8	-20	0	2	5	0.5
x	CC[C@@]12C(=O)N(c3cccc(F)c3)C(=O)N1[C@H](c1ccc(Cl)cc1)[C@@H]1C(=O)N(C3CCCCC3)C(=O)[C@@H]12	x	x	x	-8	-2	-1	-2	x
-13	Cc1cccc(-n2ncc3c2CCCC3NC(=O)CCN2CCCO2)c1C (stereo unspecified)	1.7	11	-5	-2	5	-4	-3	-1.6
-4	CCn1nc(C)c(/C=N/NC(=O)c2nc3nc(C)cc(C)n3n2)c1C	-1.9	11	-12	16	1	9	-5	-1.0
-1	CC(=O)/C(=C/Nc1ccc(Oc2ccccc2)cc1)c1ccccc1	-2.4	-2	-1	37	-2	-1	-2	4.0
x	COc1ccc(/C=N/NC(=O)CNS(=O)(=O)c2ccccc2)cc1	x	x	x	-2	-1	9	-6	x
-461	CN(C)C=Nc1c(Br)cc(Br)c2nonc12	3.2	13	5	-66	-31	26*	0	6.3
-20	CCCn1c(-c2cc(OC)c(OC)c(OC)c2)nc2c1c(=O)[nH]c(=O)n2Cc1ccccc1	-2.9	14	-14	-26	3	-5	12	0.5
6	O=C(Nc1cc(C(F)(F)F)cc(C(F)(F)F)c1)c1ccc(Cn2cc(C(F)(F)F)ccc2=O)cc1	-0.2	-21	11	4	3	-5	-5	-3.5
-14	O=C(Nc1ccccc1-c1ccccc1)C1CCC1	-2.4	14	-6	5	8	2	-4	-4.7
5	O=C(NCCSCc1c(F)cccc1Cl)c1ccc(CN2CCOCC2)cc1	-1.7	-4	-21	-15	2	-2	-2	-2.8
-6	O=C(CSc1nc2ccccc2n1S(=O)(=O)c1cccc([N+](=O)[O-])c1)NCc1cccs1	-3.3	-4	2	-10	2	3	1	-4.4
-1	CCOC(=O)c1[nH]c2ccc(OC)cc2c1NC(=S)N1CCN(c2cccc(C)c2C)CC1	-1.3	-24	-41	-8	-3	0	-7	-0.7
9	CC(C)(C)NC(=O)C(c1ccccn1)N(C(=O)c1ccc2c(c1)OCCO2)C1CCCC1 (stereo unspecified)	-2.4	-15	-5	-17	0	7	-4	-8.0

Random draw from the library; overall some 3.2% were active at least once.
